# NS3 helicase inh: inhibitors of Hepatitis C virus NS3 helicase. NS3 helicase DNA unwinding, Cy5 molecular beacon fluorescence. inhibition, % at 10.9 µM. 290,000 compounds, 0.56% hits;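 active means inhibition above the mean of all tested compounds plus 3 SD, set per campaign, cut at about 35% in these data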;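 further: 0% = DMSO wells and 100% = thioflavine S control wells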
#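 Test system: hepatitis C virus NS3 helicase domain fragment enzyme. Also added: annealed dual-labelled DNA beacon duplex, ATP-started. Timing: 60 min unwinding reaction at 25 °C after ATP addition. Technique: Cy5 fluorescence. Measure: % inhibition of unwinding.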
# FID counter: displaces DNA intercalator in HCV helicase counter-screen; DNA fluorescent intercalator displacement, fluorescence; inhibition, % at 7.9 µM; 290,000 compounds, 0.17% hits; AID 1845; in the data active means inhibition above about 37%;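 further: 0% = vehicle and 100% = reference compound; higher means more ethidium bromide displaced from hairpin DNA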
# GalR3 antagonist: antagonists of human GalR3; HEK293 GalR3-CNG cAMP membrane potential fluorescence; galR3 body fused to GalR1 C-terminus; inhibition, % at 3 µM; 360,000 compounds, 0.44% hits; AID 651719;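 active means inhibition above the screen-wide average plus 3 SD, cut at about 13% in these data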;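 further: forskolin and galanin both at EC90 stimulate the cells; cAMP rise reported by CNG channel membrane potential dye signal; 0% = forskolin plus galanin with DMSO and 100% = forskolin alone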
# CRFBP-R2 agonist: CRF-BP/CRF-R2 complex agonism | HEK293 CRF-R2/CRF-BP, calcium dye fluorescence (FLIPR); percent of saturating CRF peptide response | activation, % at 13.2 µM | 350,000 compounds, 0.46% hits | AID 588473;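 active means activation of at least 50%, plus an integration ratio under a set limit after plate pattern correction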;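 further: plate controls were neutral control wells without compound for no effect and CRF at EC100 for full effect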
# MEKK2 mut-MEK5: signal of MEK5 binding to mutant human MEKK2 PB1 domain; percent response, % at 10 µM; bead flow cytometry, Alexa488-MEK5 binding to MEKK2 mutant; AID 1530; 290,000 compounds, 0.35% hits; in the data active means percent response above about 24%, passing the limit was not always enough; further: inactives centre near 1; some results filed as inactive read as strong as hits; reference of the scale not given here
# MEKK2 WT-MEK5: raises or lowers MEK5 binding to wildtype human MEKK2 PB1 domain | bead flow cytometry, Alexa488-MEK5 binding to MEKK2 WT; actives lie on both sides | binding response (% of control), % at 10 µM | 290,000 compounds, 1.1% hits | AID 1531; in the data active means binding response below about 67% or above about 130%
# CRFR2-BP antag: antagonists of CRF-binding protein/CRF-R2 receptor complex. 350,000 compounds, 0.59% hits. inhibition, % at 11.8 µM. HEK293 CRF-R2/CRF-BP, CRF-induced calcium fluorescence. AID 588475;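 active means inhibition of the ligand-induced calcium signal above about 50% at the single tested concentration, limit read from the data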
# UBC9 SUMO inh: blocks human SUMOylation mediated by UBC9; HTRF SUMOylation assay, SAE1/SAE2 + UBC9, in vitro; inhibition, % at 35 µM; 290,000 compounds, 0.36% hits; in the data active means inhibition above about 50%, passing the limit was not always enough; further: strong numbers were not always called active
# Target sequence (P63279 whole entry, looked up): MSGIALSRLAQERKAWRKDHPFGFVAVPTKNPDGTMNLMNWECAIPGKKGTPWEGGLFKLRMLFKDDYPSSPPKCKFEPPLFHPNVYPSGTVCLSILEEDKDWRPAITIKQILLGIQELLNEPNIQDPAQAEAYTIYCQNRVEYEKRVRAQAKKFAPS
# MEKK3 PB1 HTS: raises or lowers MEK5 binding to the human MEKK3 PB1 domain; Q99759; bead-based flow cytometry, Alexa488-MEK5 binding to MEKK3; actives lie on both sides; 0 = blocked by unlabeled MEK5, 100 = vehicle; binding response (% of control), % at 10 µM; 290,000 compounds, 1.4% hits; AID 1529;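 active means binding response more than 3 SD above or below the average of its plate-row segment, actives on both sides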;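 further: Alexa488 bead fluorescence after subtracting the streptavidin-only scavenger bead signal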
# Target sequence (Q99759 whole entry, looked up, the tested form may be a part): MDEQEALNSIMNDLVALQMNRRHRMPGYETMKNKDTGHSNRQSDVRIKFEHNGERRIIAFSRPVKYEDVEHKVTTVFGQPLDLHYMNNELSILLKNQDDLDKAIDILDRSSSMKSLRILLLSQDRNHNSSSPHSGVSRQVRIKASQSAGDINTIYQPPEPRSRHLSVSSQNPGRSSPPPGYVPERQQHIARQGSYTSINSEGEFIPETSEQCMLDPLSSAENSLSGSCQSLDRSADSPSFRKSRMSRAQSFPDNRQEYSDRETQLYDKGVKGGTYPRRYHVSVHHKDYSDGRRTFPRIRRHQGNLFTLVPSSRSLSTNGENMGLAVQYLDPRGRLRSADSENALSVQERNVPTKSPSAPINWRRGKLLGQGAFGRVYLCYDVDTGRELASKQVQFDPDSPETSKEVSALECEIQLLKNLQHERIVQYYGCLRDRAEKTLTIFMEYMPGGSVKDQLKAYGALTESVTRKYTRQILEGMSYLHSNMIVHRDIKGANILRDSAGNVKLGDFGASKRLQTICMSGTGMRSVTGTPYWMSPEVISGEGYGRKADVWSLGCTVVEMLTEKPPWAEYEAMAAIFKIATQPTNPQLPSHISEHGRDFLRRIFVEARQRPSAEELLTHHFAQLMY
# An asterisk follows results filed as active; · = not tested or not shown. Only part of the results is shown; count on the stated rates, not on these rows.
# Preview (2 entries):
SMILES,NS3 helicase inh,FID counter,GalR3 antagonist,CRFBP-R2 agonist,MEKK2 mut-MEK5,MEKK2 WT-MEK5,CRFR2-BP antag,UBC9 SUMO inh,MEKK3 PB1 HTS
CC(C)(C)C(=O)NCCN1CCN(C(=O)C(C)(C)C)CC1,-2,0,-7,-0.5,1,99,3,-3,103
O=C(Nc1cc(S(=O)(=O)N2CCCCC2)ccc1N1CCOCC1)c1cc(=O)[nH]c2ccccc12,3,-25,-5,-0.5,-1,105,1,9,110

# This part in full, previewed entries included:
SMILES,NS3 helicase inh,FID counter,GalR3 antagonist,CRFBP-R2 agonist,MEKK2 mut-MEK5,MEKK2 WT-MEK5,CRFR2-BP antag,UBC9 SUMO inh,MEKK3 PB1 HTS
CC(C)(C)C(=O)NCCN1CCN(C(=O)C(C)(C)C)CC1,-2,0,-7,-0.5,1,99,3,-3,103
O=C(Nc1cc(S(=O)(=O)N2CCCCC2)ccc1N1CCOCC1)c1cc(=O)[nH]c2ccccc12,3,-25,-5,-0.5,-1,105,1,9,110
CCC(=O)OCCNc1cc(Sc2nccn2C)c2nonc2c1[N+](=O)[O-],3,2,41*,0.0,1,103,44,53,124
O=C(Nc1ccc(/C=C/c2nc3ccccc3o2)cc1)c1cccc(C(F)(F)F)c1,2,1,2,7.2,6,108,-15,15,106
COc1ccc(OC)c(NC(=O)CCCCCn2nnc3ccccc3c2=O)c1,-5,-37,-10,-2.9,2,102,-5,5,104
CCOc1ccc(NC(=O)CSc2nnc(Cc3cccn3C)n2-c2ccc(OC)cc2)cc1,3,-25,·,-1.9,10,110,12,-2,109
Cc1cc(Cl)ccc1OCCCC(=O)Nc1ccc(S(=O)(=O)Nc2ncccn2)cc1,-6,-38,-9,-0.9,2,100,-24,4,103
O=C(Cn1cnc2c(oc3ccccc32)c1=O)N1CCCc2ccccc21,-10,-16,5,-3.0,1,103,-10,-5,102
CCOc1ccc(OCC)c(NS(=O)(=O)c2ccc3c(c2)CCN3C(=O)C2CCC2)c1,-7,-9,-7,0.5,0,92,0,8,93
O=C1CC(N2CCSCC2)C(=O)N1c1ccccc1 (centres undefined),6,-14,-3,4.8,-1,102,-14,9,102
CCCCN(CCCNC(=O)Cn1nc(CC)n2c(cc3sc(C)cc32)c1=O)Cc1ccccc1,-59,14,1,-0.9,12,111,-2,24,101
CC(C)[C@H]1CN(C)CCN1Cc1cn(C)nc1-c1cccc(Cl)c1,-22,12,3,2.7,7,111,6,-2,86
Cc1cc(C(F)(F)F)nn1CC(=O)NNC(=S)Nc1cccc(Cl)c1,3,-8,-6,0.8,1,98,10,-36,93
COc1ccccc1C(=O)OCc1nc(N)nc(Nc2ccccc2C)n1,4,-28,-2,-1.0,20,107,-5,-14,100
COc1cc(Cn2c(=O)oc3ccc(C)cc32)ccc1OC(C)C,-12,-27,-1,-1.2,3,101,9,-11,99
CCOC(=O)N1CCN(C(=O)Cc2c(C(=O)O)n(C)c3ccccc23)CC1,-12,-8,-2,5.6,0,97,0,14,100
COc1cc(-c2csc(NC3CCCCC3)n2)cc(OC)c1OC,-27,-9,-5,-2.4,7,115,23,-2,111
O=C1Nc2ccccc2S/C1=C/Nc1cccc(Cl)c1,4,-1,-5,-0.7,-5,99,-28,10,100
CS(=O)(=O)N(CC(=O)O)c1ccc2c(c1)OCO2,-2,0,2,-1.2,7,108,7,16,106
COc1ccc(OCC(=O)Nc2ccc3c(c2)nc(CCNC(C)=O)n3C)cc1,14,-22,-9,-1.1,7,103,-3,9,104

# 13 structures from above, ordered by SMILES length, descending:
SMILES,NS3 helicase inh,FID counter,GalR3 antagonist,CRFBP-R2 agonist,MEKK2 mut-MEK5,MEKK2 WT-MEK5,CRFR2-BP antag,UBC9 SUMO inh,MEKK3 PB1 HTS
O=C(Nc1cc(S(=O)(=O)N2CCCCC2)ccc1N1CCOCC1)c1cc(=O)[nH]c2ccccc12,3,-25,-5,-0.5,-1,105,1,9,110
CCCCN(CCCNC(=O)Cn1nc(CC)n2c(cc3sc(C)cc32)c1=O)Cc1ccccc1,-59,14,1,-0.9,12,111,-2,24,101
CCOc1ccc(NC(=O)CSc2nnc(Cc3cccn3C)n2-c2ccc(OC)cc2)cc1,3,-25,·,-1.9,10,110,12,-2,109
Cc1cc(Cl)ccc1OCCCC(=O)Nc1ccc(S(=O)(=O)Nc2ncccn2)cc1,-6,-38,-9,-0.9,2,100,-24,4,103
CCOC(=O)N1CCN(C(=O)Cc2c(C(=O)O)n(C)c3ccccc23)CC1,-12,-8,-2,5.6,0,97,0,14,100
CCC(=O)OCCNc1cc(Sc2nccn2C)c2nonc2c1[N+](=O)[O-],3,2,41*,0.0,1,103,44,53,124
CC(C)[C@H]1CN(C)CCN1Cc1cn(C)nc1-c1cccc(Cl)c1,-22,12,3,2.7,7,111,6,-2,86
O=C(Cn1cnc2c(oc3ccccc32)c1=O)N1CCCc2ccccc21,-10,-16,5,-3.0,1,103,-10,-5,102
CC(C)(C)C(=O)NCCN1CCN(C(=O)C(C)(C)C)CC1,-2,0,-7,-0.5,1,99,3,-3,103
COc1cc(-c2csc(NC3CCCCC3)n2)cc(OC)c1OC,-27,-9,-5,-2.4,7,115,23,-2,111
CS(=O)(=O)N(CC(=O)O)c1ccc2c(c1)OCO2,-2,0,2,-1.2,7,108,7,16,106
O=C1Nc2ccccc2S/C1=C/Nc1cccc(Cl)c1,4,-1,-5,-0.7,-5,99,-28,10,100
O=C1CC(N2CCSCC2)C(=O)N1c1ccccc1 (centres undefined),6,-14,-3,4.8,-1,102,-14,9,102

# (continued)
SMILES,NS3 helicase inh,FID counter,GalR3 antagonist,CRFBP-R2 agonist,MEKK2 mut-MEK5,MEKK2 WT-MEK5,CRFR2-BP antag,UBC9 SUMO inh,MEKK3 PB1 HTS
COc1cccc(NC2CC(=O)N(CCc3ccccc3)C2=O)c1 (centres undefined),5,-9,-4,-0.6,-6,90,0,0,92
CC(=O)n1cc(C2C(=O)CCCC2=O)c2ccccc21,12,-8,-2,0.8,5,109,2,7,112
CC(=O)Nc1ccc(S(=O)(=O)Nc2ccc(N3CCOCC3)c(F)c2)cc1,-2,4,-1,0.0,8,109,2,26,108
O=C(c1ccc2c(c1)OCO2)C1CCCN(Cc2c(F)ccc(F)c2F)C1 (centres undefined),5,-13,1,-0.7,-4,99,5,10,101
O=C(O)c1ccc(Nc2nc(-c3ccccc3)cs2)cc1,12,-10,-2,-2.0,-12,90,-2,13,94
CCOC(=O)c1c(/N=C/N(C)C)sc(/C=N/Nc2ccccc2)c1-c1ccccc1Cl,-4,-5,-4,-0.4,18,86,0,11,99
CN1C2CCC1CC(OC(c1ccccc1)c1ccccc1)C2 (centres undefined),-19,12,-9,2.4,9,114,-17,-29,89
NC(=O)CSc1nc2ccccc2nc1SCC(N)=O,-2,-5,0,1.6,-3,96,0,12,100
Cc1ccc(C)c(-n2c(-c3ccc(Br)cc3)csc2=NC(=O)c2ccccc2F)c1,-12,-13,-4,4.5,-3,93,-16,-5,94
COc1ccc2cc(C(=O)c3ccccc3)c(=O)oc2c1,3,-5,-9,-0.5,0,100,1,8,101
CCOC(=O)CN/C=C(\C#N)c1ccc(F)cc1,-10,0,-2,-0.8,6,105,-12,12,106
COCCOC(=O)C1=C(C)NC(=O)NC1c1ccco1 (centres undefined),9,-4,-4,-0.7,0,100,0,32,98
CC(=O)Nc1ccc(NC(=O)C(C)OC(=O)/C=C/c2cn(-c3ccccc3)nc2-c2cccnc2)cc1 (centres undefined),8,-3,1,-0.4,-4,89,18,7,87
CCOc1ccc(NS(=O)(=O)c2cc(C)c(C)cc2C)cc1,2,-16,-7,0.2,2,102,2,4,102
Cc1ccc(CSCCNC(=O)CSc2ccccc2)cc1,-13,-18,2,-3.1,-2,97,31,7,98
CCOc1ccc(NC(C)=O)cc1[N+](=O)[O-],4,-1,-7,-1.6,-3,102,3,-5,110
O=C(Nc1ncc2c(n1)-c1ccccc1OC2)c1cccc([N+](=O)[O-])c1,3,-4,0,-0.8,-5,96,0,-7,101
Nc1nnc(CC(=O)N/N=C/c2ccc([N+](=O)[O-])cc2)s1,-20,-2,-7,-1.6,15,108,7,34,113
O=C(CNC(=O)c1ccccc1)NCC1COc2ccccc2O1 (centres undefined),-2,-4,-4,-2.4,10,101,1,10,104
COc1cc2c(cc1OC)C(c1cc([N+](=O)[O-])ccc1O)NCC2 (centres undefined),-4,16,-3,0.8,-1,101,-1,14,112
O=C1NN(c2ccccc2)C(=O)/C1=C/c1ccc(-c2cccc(C(=O)O)c2)o1,54*,-15,-4,-0.4,9,106,1,-7,104
COCCn1c(-c2ccc(OC)cc2)nc2ccccc21,-1,-4,-4,0.3,5,107,3,-4,113
CC1CCCCN1CCCNC(=O)Cn1c(=O)c2cccn2c2ccccc21 (centres undefined),-3,2,-7,-1.1,4,113,-1,16,105
CSc1nc2ccc(Br)cc2[nH]1,1,1,-4,0.2,1,101,6,1,99
Cc1nc(CNS(=O)(=O)c2ccc(Oc3ccccc3)cc2)cs1,20,-35,7,0.6,5,103,40,0,107
Cc1ccc(CN(C)S(=O)(=O)c2c(C)noc2/C=C/N(C)C)cc1,9,-30,-9,0.7,0,94,12,11,99
COC(C[C@H]1O[C@@H]1[C@@H](O)[C@H](C)OCc1ccccc1)OC,·,·,-7,-0.8,6,88,4,6,90
Cn1cc(/C=C(\NC(=O)c2ccccc2Cl)C(=O)NCCCN2CCOCC2)c2ccccc21,-3,22,-9,-1.8,1,99,1,10,95
CCOC(=O)c1c[nH]c2c3c(ccc2c1=O)CCCC3,9,-4,-6,1.3,0,97,-9,-12,103
CCOC(=O)C(=CN=C(N)Nc1nc2ccccc2o1)C(=O)OCC,-4,-5,4,0.1,-2,93,-23,-46,100
N/C(=N\OC(=O)c1ccc(Br)o1)c1ccccn1,-8,-7,4,0.4,3,102,-9,5,107
Cn1cc(CN2CCC(C(=O)Nc3cccc(-c4cscn4)c3)CC2)cn1,7,7,-1,2.6,0,100,-5,4,94
O=C1c2ccccc2C(=O)N1OS(=O)(=O)c1ccccc1,-1,5,·,·,-1,97,·,0,101
CC(=O)Nc1nnc(SCC(=O)N2C(C)CCCC2C)s1 (centres undefined),1,-12,-2,-1.5,4,108,2,-10,104
COc1ccccc1/C=C1\SC(=S)N(CC(=O)NC2CCS(=O)(=O)C2)C1=O (centres undefined),3,-40,0,-2.3,2,98,2,9,99
CCOc1ccc(NC(=O)NCCCN2CCCC2)cc1,3,4,0,1.0,4,107,-2,12,105

# Source: PubChem BioAssay
